Mtb UGM inh: blocks M. tuberculosis UGM enzyme. hit rate 0.06% among 320,000. purified UGM, fluorescence polarization probe displacement. inhibition, % at 10 µM. P9WIQ1; in the data active = inhibition above about 10%, passing the limit was not always enough; inconclusive = no clear call, values can overlap the other calls
Target sequence (P9WIQ1 whole entry, looked up): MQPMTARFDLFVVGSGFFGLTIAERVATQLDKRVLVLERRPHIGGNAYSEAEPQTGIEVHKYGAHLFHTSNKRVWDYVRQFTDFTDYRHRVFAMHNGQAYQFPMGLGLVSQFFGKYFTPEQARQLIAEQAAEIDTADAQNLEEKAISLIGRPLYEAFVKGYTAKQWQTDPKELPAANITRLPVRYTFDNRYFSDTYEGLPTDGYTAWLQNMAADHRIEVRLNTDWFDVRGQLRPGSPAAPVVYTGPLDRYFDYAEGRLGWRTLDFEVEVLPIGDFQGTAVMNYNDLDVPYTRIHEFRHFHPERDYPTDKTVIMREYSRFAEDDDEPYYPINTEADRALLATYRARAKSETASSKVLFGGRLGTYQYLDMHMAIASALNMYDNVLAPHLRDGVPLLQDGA
FadD28 binding: blocks FadD28 binding to the bisubstrate probe; inhibition, % at 12.5 µM; fluorescence polarization; hit rate 0.22% among 360,000; AID 588549; in the data active = inhibition above about 8.5%, passing the limit was not always enough; inconclusive = no clear call, values can overlap the other calls
PrPC TRFRET: inhibitors of human cell surface prion protein PrPC; P04156; inhibition, % at 13.8 µM; hit rate 0.43% among 370,000; AID 720596; TR-FRET read-out; in the data active = inhibition above about 24%; note: 0% = median of the test wells and 100% = reference compound wells
BoNT A protease: inhibitors of Botulinum neurotoxin A light chain protease | AID 588499 | multiplex microsphere protease substrate cleavage, flow cytometry | hit rate 0.17% among 360,000 | inhibition, % at 10 µM; in the data active = inhibition above about 30%; inconclusive = no clear call, values can overlap the other calls; note: plate controls were buffer without enzyme for full effect and enzyme alone for no effect
GDH-TPI counter: counter-screen for M. tuberculosis FBA inhibitors: GDH-TPI coupled enzymes. inhibition, % at 4.8 µM. GDH-TPI coupled enzyme counterscreen, NADH absorbance. hit rate 1.2% among 360,000;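 note: 0% = DMSO wells and 100% = wells lacking the enzyme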
Mtb BioA inh: blocks M. tuberculosis BioA enzyme activity; purified M. tuberculosis BioA enzyme, plate reader; inhibition, % at 9.99 µM; hit rate 0.096% among 360,000; in the data active = inhibition above about 40%; inconclusive = no clear call, values can overlap the other calls
FBA Mtb inh: Mtb fructose-bisphosphate aldolase inhibition; P9WQA3; purified M. tuberculosis FBA, fluorescence read-out; inhibition, % at 1 µM; hit rate 2.3% among 360,000; AID 588726; in the data active = inhibition above about 27%;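 note: 0% = vehicle and 100% = reference inhibitor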
Target sequence (P9WQA3 whole entry, looked up): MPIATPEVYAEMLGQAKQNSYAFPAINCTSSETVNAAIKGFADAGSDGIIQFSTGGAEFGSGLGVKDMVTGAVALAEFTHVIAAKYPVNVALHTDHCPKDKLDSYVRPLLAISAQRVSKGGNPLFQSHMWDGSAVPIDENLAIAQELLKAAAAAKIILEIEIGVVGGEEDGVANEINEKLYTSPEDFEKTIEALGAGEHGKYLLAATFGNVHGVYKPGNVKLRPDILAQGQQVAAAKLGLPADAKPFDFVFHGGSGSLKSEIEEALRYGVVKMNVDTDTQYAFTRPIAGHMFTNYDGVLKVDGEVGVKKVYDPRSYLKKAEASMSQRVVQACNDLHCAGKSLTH
BoNT-F LC inh: BoNT F light chain protease inhibition; Multiplex microsphere protease cleavage assay, flow cytometry; inhibition, % at 10 µM; hit rate 0.22% among 360,000; in the data active = inhibition above about 35%, passing the limit was not always enough; inconclusive = no clear call, values can overlap the other calls; note: plate controls were buffer without enzyme for full effect and enzyme alone for no effect
CCHFV vOTU inh: CCHFV vOTU protease inhibition; AID 651958; hit rate 0.55% among 370,000; Pep-AMC fluorescence; inhibition, % at 11.5 µM; note: 0% = vehicle wells with enzyme and 100% = no enzyme wells
* = called active by the depositor; ? = inconclusive; . = no result given. Cut-off read from the data, not from the text of the source, unless noted: active = inhibition above about 30%; inactive = the rest.

SMILES | Mtb UGM inh | FadD28 binding | PrPC TRFRET | BoNT A protease | GDH-TPI counter | Mtb BioA inh | FBA Mtb inh | BoNT-F LC inh | CCHFV vOTU inh
C[C@@H]1CN([C@@H](C)CO)C(=O)CCCn2cc(nn2)CO[C@H]1CN(C)S(=O)(=O)c1cccc(C#N)c1 | . | -0.2 | 7 | -0.3 | 5 | 0.7 | -2 | -2 | 4
CC12CC[C@H]3[C@@H](CCC4(O)C[C@H](O)CCC34/C=N/NC(=O)c3ccccc3F)C1(O)CCC2C1=CC(=O)OC1 (stereo partly drawn) | 0.1 | -2.4 | 3 | 0.6 | 5 | -0.7 | 2 | 2 | 1
COc1ccc(NC(=O)CSc2nncs2)cc1OC | -3.3 | -0.9 | 2 | 0.3 | 4 | . | -1 | 2 | -3
COc1ccccc1-c1nnc(SCC(=O)NNC(=O)c2ccccc2F)n1C | -0.4 | -1.4 | -6 | -0.5 | -11 | 1.3 | -1 | 0 | 5
CCc1nc(NC(=O)c2sc(C)nc2C)sc1C(=O)OC | 0.4 | . | 2 | -2.9 | 22 | 1.9 | -2 | -22 | 10
CCc1nn(CCCC(=O)NCc2cc(Br)ccc2OC)c(=O)c2cc3occc3n12 | -2.9 | -4.5 | -2 | 5.9 | 1 | 1.8 | 3 | 13 | 7
CCOC(=O)c1c(C)[nH]c(C(=O)C(C)OC(=O)c2ccc(NC(=O)CC#N)cc2)c1C (stereo not drawn) | 0.5 | -0.8 | 11 | 1.7 | 1 | 0.6 | 0 | 8 | 9
CCn1c(CNC(=O)c2ccccc2OC)nnc1SCC(=O)c1ccc(F)cc1 | 0.1 | -2.1 | -4 | -0.6 | -1 | 1.8 | -5 | -12 | 9
O=Cc1ccc(O)c(O)c1 | 0.1 | -3.0 | -3 | -0.5 | 28 | -1.6 | -3 | 0 | -2
O=C(Nc1nnc(-c2ccc(Cl)cc2)o1)c1ccccc1Br | 0.0 | -3.9 | 10 | -0.1 | -11 | 5.1 | 2 | -4 | 9
O=C(NNC(=O)c1ccc(Oc2ccc(C3SCCS3)cc2)o1)c1ccc(Cl)cc1 | 2.0 | -2.9 | 8 | ? | -1 | . | 1 | ? | -6
CCOc1ccc(N(CC(=O)Nc2ccc(OC)cc2)S(=O)(=O)c2c(C)[nH]c(=O)[nH]c2=O)cc1 | 0.9 | -0.2 | 4 | -0.4 | -5 | . | 1 | -8 | 0
Cc1ccc(-n2c(SCC(=O)NCCC3=CCCCC3)nc3n[nH]c(C)c3c2=N)cc1Cl | 2.7 | -5.5 | 0 | 0.4 | -2 | 0.8 | 2 | 0 | 11
COc1ccc(-n2c(CNc3ccc(C)cc3)nnc2SCc2ccccc2)cc1 | -0.9 | 0.9 | 10 | 0.1 | 5 | . | -2 | -3 | 25
C/C(=N/NC(=O)c1ccc2c(c1)OCO2)c1ccc(NC(=O)C(F)(F)F)cc1 | -1.5 | -3.2 | 12 | -0.5 | 8 | 0.8 | 0 | -1 | 12
Cc1cc2cc(CN(Cc3nnnn3C3CCCCC3)CC3CCCO3)c(=O)[nH]c2cc1C (stereo not drawn) | 1.2 | -0.1 | 3 | -0.5 | 18 | . | 8 | -10 | -1
CCOc1cc(/C=N/NC(=O)Cn2nc([N+](=O)[O-])cc2C)cc(Br)c1OCc1ccccc1C | -0.9 | -1.4 | -1 | -0.8 | 9 | -3.3 | 3 | -2 | 1
CCCOc1ccc(CNC(=S)NCc2ccc(OC(C)C)cc2)cc1 | -2.8 | -0.1 | -3 | 0.1 | 6 | . | 0 | -7 | 13
COCC1CCCCN1Cc1cn[nH]c1-c1ccc2cc(OC)ccc2c1 (stereo not drawn) | 1.3 | -6.1 | 1 | 0.8 | -4 | -1.3 | 1 | -1 | 3
O=C(Cc1ccccc1)N[C@@H]1c2ccccc2CC[C@@H]1OCc1ccccc1 | . | -0.1 | 7 | -0.3 | 5 | 0.2 | 0 | -6 | -4
O=C(NC(Cc1ccccc1)C(=O)O)/C(=C\c1ccc(F)cc1)NC(=O)c1ccco1 (stereo not drawn) | 2.6 | . | 5 | 0.3 | -6 | 1.2 | -1 | 1 | 1
COc1cc2c(cc1OC)CN(S(=O)(=O)c1ccccc1F)CC2 | -1.1 | -2.8 | 15 | 1.2 | 3 | 1.3 | 0 | 3 | 3
O=C(NCCOc1ccc(Cl)cc1)c1ccc2c(c1)OCCO2 | 5.5 | 0.8 | -3 | 2.6 | 5 | 2.0 | 0 | 11 | -2
COc1cc(S(=O)(=O)n2ccc(C)n2)c(OC)cc1Cl | 3.1 | -1.5 | 5 | 0.9 | 7 | 1.7 | 0 | 1 | 9
CCN(CC)CCN1C(=O)C(=O)/C(=C(/O)c2c(C)[nH]c(C(=O)OC)c2C)C1c1ccc(C)o1 (stereo not drawn) | -2.7 | -1.0 | -1 | 0.6 | 11 | . | 1 | 0 | -4
O=C(CCCc1nc(-c2ccccc2Cl)no1)NC1CCCC1 | -1.7 | -1.2 | -6 | 1.2 | 3 | 0.0 | 1 | 0 | 28
COc1ccc(N(CC(=O)N/N=C/c2ccc(C(=O)O)cc2)S(=O)(=O)c2ccc(NC(C)=O)cc2)cc1 | -0.3 | -12 | 7 | -0.7 | 1 | -0.9 | -1 | 11 | -16
O=C(CSc1nnc(-c2ccccc2)c(-c2ccccc2)n1)NCc1ccco1 | 0.6 | -6.5 | -9 | -0.4 | 10 | 1.9 | -2 | -3 | -3
CC(C)[C@H](NC(=O)c1ccccc1F)C(=O)Nc1ccc(F)c(F)c1 | 0.9 | . | 2 | 0.8 | 7 | -1.5 | 0 | -7 | -5
Cc1ccc2[nH]c(=O)c(CC(=O)O)c(-c3ccccc3)c2c1 | -1.1 | -0.2 | 3 | . | 14 | -0.9 | 4 | . | -6
COc1ccc(OC)c(Cc2nnc(CCC(=O)NC3CCCC3)o2)c1 | -0.1 | -1.0 | -2 | -1.5 | 7 | . | 1 | -10 | -3
O=S(Cc1ccc(Cl)cc1)CC(O)COCc1ccc(Cl)cc1 (stereo not drawn) | 4.7 | -3.9 | -3 | -1.2 | -7 | -0.1 | 1 | -7 | -1
O=C(COC(=O)[C@@H]1CCCN1S(=O)(=O)c1ccc(Cl)cc1)NC1CCS(=O)(=O)C1 (stereo partly drawn) | 0.6 | -2.1 | 7 | -1.9 | 2 | -0.9 | 2 | 1 | -2
COc1ccccc1CNC(=O)C(C)NS(=O)(=O)c1ccccc1 (stereo not drawn) | -2.4 | -3.2 | -8 | 1.2 | -2 | 0.3 | 0 | -1 | -3
c1ccc(-c2noc(CN3CCc4sccc4C3)n2)cc1 | . | -2.9 | -3 | -0.9 | -2 | . | -3 | -5 | -11
O=C(COC(=O)CNC(=O)c1ccco1)Nc1ccccc1OC(F)F | -1.0 | -2.6 | -1 | -0.4 | 2 | -1.1 | -1 | -2 | 8
COc1ccc(Cc2c(-c3ccc(F)cc3)nc3ccc(Br)cn23)c(C)c1 | . | -5.8 | 3 | 14 | . | -0.2 | -3 | 2 | 1
O=C(Cc1ccccc1)NCCSCc1ccco1 | -1.1 | -1.3 | -1 | -0.6 | 5 | -1.3 | 3 | 7 | 4
O=C(NCc1ccco1)C1(c2ccc(Br)cc2)CCCC1 | 0.4 | -0.6 | 6 | -0.2 | 3 | -1.7 | 2 | 0 | -10
Cc1nc(N[C@@H](Cc2ccccc2)C(=O)O)c2oc3ccccc3c2n1 | 2.2 | -3.0 | -1 | 0.4 | 16 | . | 5 | 0 | 3

Some of the entries so far, tab-delimited:
smiles	Mtb UGM inh	FadD28 binding	PrPC TRFRET	BoNT A protease	GDH-TPI counter	Mtb BioA inh	FBA Mtb inh	BoNT-F LC inh	CCHFV vOTU inh
c1ccc(-c2noc(CN3CCc4sccc4C3)n2)cc1	.	-2.9	-3	-0.9	-2	.	-3	-5	-11
O=C(COC(=O)CNC(=O)c1ccco1)Nc1ccccc1OC(F)F	-1.0	-2.6	-1	-0.4	2	-1.1	-1	-2	8
COc1ccc(Cc2c(-c3ccc(F)cc3)nc3ccc(Br)cn23)c(C)c1	.	-5.8	3	14	.	-0.2	-3	2	1

Returning to the listing; the 2 compounds before the break are reprinted first.
SMILES | Mtb UGM inh | FadD28 binding | PrPC TRFRET | BoNT A protease | GDH-TPI counter | Mtb BioA inh | FBA Mtb inh | BoNT-F LC inh | CCHFV vOTU inh
O=C(NCc1ccco1)C1(c2ccc(Br)cc2)CCCC1 | 0.4 | -0.6 | 6 | -0.2 | 3 | -1.7 | 2 | 0 | -10
Cc1nc(N[C@@H](Cc2ccccc2)C(=O)O)c2oc3ccccc3c2n1 | 2.2 | -3.0 | -1 | 0.4 | 16 | . | 5 | 0 | 3
COc1cc(/C=N/OCC(=O)NC2CCCCC2C)ccc1OCc1ccc(Cl)cc1 (stereo not drawn) | 1.8 | -1.1 | 3 | -0.2 | 4 | . | 5 | 2 | 1
CCC1=NN(C(=O)Cc2ccccc2)C(O)(c2ccncc2)C1 (stereo not drawn) | -1.1 | -1.5 | -1 | 0.3 | 2 | . | 3 | -2 | -14
Cc1cnc(C(=O)Nc2ccc(N3CCCCC3)cc2)cn1 | 2.2 | -0.7 | -6 | 0.4 | 8 | . | -3 | -13 | 1
Nc1ccc(C(=O)c2ccccc2C(=O)O)cc1Cl | -1.7 | -4.6 | -5 | 0.8 | -3 | -0.3 | -1 | 3 | -12
O=C(NCCCCCCNC(=O)c1ccccc1O)c1ccccc1O | -2.9 | -2.5 | 5 | -3.2 | -7 | 0.7 | 20 | -26 | -8
O=C(NCc1cccc(C(F)(F)F)c1)c1ccc(=O)[nH]c1 | -2.0 | 2.0 | -4 | 0.0 | 4 | -0.1 | 6 | -11 | 14
O=C(c1c[nH]c(=O)n(-c2ccccc2)c1=O)N1CCc2ccccc21 | 4.8 | -0.9 | -7 | -0.3 | 15 | -2.1 | 4 | 0 | -9
COc1ccc(/C(N)=N/OC(=O)CN(C)S(=O)(=O)c2ccccc2)cc1 | . | -0.8 | -1 | 0.0 | 4 | . | 3 | 2 | 6
O=C(CC1C(=O)N(c2ccc(F)cc2)C(=O)N1Cc1ccccn1)Nc1ccccc1 (stereo not drawn) | -2.5 | -1.2 | 1 | -0.7 | 0 | -0.4 | 1 | -6 | -4
COc1ccc(NC(=O)c2oc3ccccc3c2NC(=O)C2CC2)cc1 | 0.0 | -3.0 | -9 | 4.3 | 21 | 6.9 | 1 | 5 | -1
CC(=O)Nc1ccc(NCN2C(=O)C3C4CCC(C4)C3C2=O)cc1 (stereo not drawn) | 2.1 | -2.0 | -1 | 0.8 | -11 | 0.0 | 3 | 1 | 1
O=C(c1cc(O)c(O)c([N+](=O)[O-])c1)c1ccccc1F | 6.6 | 2.9 | -23 | -0.7 | 25 | 2.0 | 2 | -2 | 23
O=C(O)c1[nH]c2ccccc2c1CC(=O)N1CCN(c2ccccc2)CC1 | 1.1 | -0.2 | 11 | 0.2 | 2 | . | -1 | -4 | 5
O=C1NC[C@H](CCCCN2C[C@H](Cc3ccccc3)N(CCc3ccc(O)cc3)C(=O)C2=O)N(CCc2ccc(O)cc2)C1=O | . | . | -6 | -0.8 | . | . | . | -5 | 0
CC(C)(C)OC(=O)NCc1ccc(NC(=O)c2nc[nH]c2C(=O)NCCCCNC(=O)c2[nH]cnc2C(=O)Nc2ccc(CNC(=O)OC(C)(C)C)cc2)cc1 | -0.5 | -1.8 | . | -0.8 | 9 | -2.1 | 5 | -7 | .

By substructure: the compounds so far with a CF3 group
SMILES | Mtb UGM inh | FadD28 binding | PrPC TRFRET | BoNT A protease | GDH-TPI counter | Mtb BioA inh | FBA Mtb inh | BoNT-F LC inh | CCHFV vOTU inh
C/C(=N/NC(=O)c1ccc2c(c1)OCO2)c1ccc(NC(=O)C(F)(F)F)cc1 | -1.5 | -3.2 | 12 | -0.5 | 8 | 0.8 | 0 | -1 | 12
O=C(NCc1cccc(C(F)(F)F)c1)c1ccc(=O)[nH]c1 | -2.0 | 2.0 | -4 | 0.0 | 4 | -0.1 | 6 | -11 | 14

Compound activity: PubChem, several laboratories
